FEN1 inhibitor – inhibitors of human flap endonuclease 1; actives 0.35% (n = 390,000); P39748; Potency, µM (titrated, usually from 114 µM), without a hit: at the top dose activity change, negative = inhibition, usual class: inhibitors; Recombinant FEN1 flap cleavage, fluorescence, 15 min; also: nearly all actives have a fitted effect of over 65% in size
Target sequence (P39748 whole entry, looked up): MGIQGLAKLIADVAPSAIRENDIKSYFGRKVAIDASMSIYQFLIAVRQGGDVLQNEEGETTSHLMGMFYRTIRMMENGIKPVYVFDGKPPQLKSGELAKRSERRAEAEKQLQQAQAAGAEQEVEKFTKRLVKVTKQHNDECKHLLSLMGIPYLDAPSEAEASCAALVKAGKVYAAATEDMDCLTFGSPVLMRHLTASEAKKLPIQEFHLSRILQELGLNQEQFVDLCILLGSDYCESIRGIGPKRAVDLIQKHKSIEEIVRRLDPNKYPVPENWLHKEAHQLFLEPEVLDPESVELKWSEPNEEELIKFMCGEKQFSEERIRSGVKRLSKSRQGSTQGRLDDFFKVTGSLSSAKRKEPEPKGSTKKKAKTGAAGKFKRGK
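Enzyme 10 nM, 15 min RT preincubation with compound; start with substrate 50 nM final; reads at 0 and 15 min; qHTS titration, four-parameter Hill fit.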
N370S GC – N370S glucocerebrosidase modulation, Gaucher chaperone candidate. AID 2101. N370S GC spleen homogenate, 4MU-glucoside fluorescence. P04062. actives 0.092% (n = 330,000). Potency, µM (top dose mostly 59.4 µM), for inactives: at the top dose activity change, negative = inhibition, hits mostly inhibitors;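 also: 0% = full enzyme activity and -100% = no enzyme basal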
TDP1 cell CPT – DT40-hTDP1 cell growth loss with CPT. AID 686979. chicken DT40 Tdp1-/-;hTDP1 cells + 20 nM CPT, ATP luminescence, 48 h. Potency, µM (titrated, usually from 46.2 µM), for inactives: at the highest dose activity change, negative = growth inhibition, usual class: inhibitors. actives 12% (n = 420,000); also: nearly all actives have a fitted effect of over 55% in size
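Chicken DT40 Tdp1-/- cells stably complemented with human TDP1 were seeded at 400 cells/well in medium containing 20 nM camptothecin, exposed to pin-transferred compounds, and grown at 37 °C for at least 48 hr. Viability was read as ATP luminescence.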
The depositor's hits bear a star; ? = inconclusive; . = not tested or not shown; & = joins results of further samples; [ ] = another dose, or the depositor's remark. Calls follow the shape of the dose curve; as a rule, active = well fitted curve in the direction sought with a large enough effect; inconclusive = small, poorly fitted or top-dose-only effect, or another doubt; inactive = no such curve, though single readings can be large; an effect the other way counts as inactive or inconclusive. Unless noted, % is scaled to controls: 0 for no effect and ±100 for the full control effect; potency is read from the fitted curve at half-maximal effect. Only part of the results is shown (hit frequency here may not be typical).

Preview (20 entries):
SMILES	FEN1 inhibitor	N370S GC	TDP1 cell CPT
CCOC(=O)c1cc(-c2ccccc2)nc2nc(N3CCCCC3)sc12	0%	?	?
COc1ccc(CNC(=O)c2cc3c(=O)[nH]c4ccc(C)cc4c3s2)c(OC)c1	-9%	.	16µM*
CC(OC(=O)c1cccc(-n2cnnn2)c1)C(=O)Nc1ccc(N(C)C)cc1 (configuration not stated)	6%	3%	-18%
COc1ccc(NC(=O)Cn2c(C)c3cnn(-c4ccccc4)c(=O)c3c2C)c(OC)c1	16%	.	-18%
CCCc1cc(=O)[nH]c2nnc(SCC(=O)Nc3ccc(C(C)=O)cc3)n12	-1%	1%	-9%
CC(Oc1ccccc1)C(=O)N=C1SC2CS(=O)(=O)CC2N1c1cccc(F)c1 (configuration not stated)	-22%	-7%	-3%
COc1ccc(C2=NN(CN3C(=O)C(=O)c4ccccc43)C(c3ccc(Br)cc3)C2)cc1 (configuration not stated)	-2%	-22%	16µM*
CC1(CC(=O)N/N=C/c2ccc(-c3cccc(C(F)(F)F)c3)o2)OCCO1	2%	-3%	?
COc1ccc(/C=C(/NC(=O)c2ccccc2)C(=O)N2CCCCC2)cc1	-15%	1%	-17%
Cc1cccc(Cc2cccc(C)c2O)c1O	-23%	.	5%
Cc1cc(=O)[nH]c(SCC(=O)N2C(C)CCCC2C)n1 (configuration not stated)	40%[activator]	0%	-14%
CCCC(C)NC(=O)CSc1nc2ccc(C)cc2[nH]1 (configuration not stated)	23%	1%	-16%
COc1cccc(-c2nc(C#N)c(N3CCN(C(=O)c4ccco4)CC3)o2)c1	-11%	-14%	-2%
COC(=O)c1ccc(NC(=O)CCc2c(C)nn(-c3ccc(N4CCOCC4)nn3)c2C)cc1	8%	.	-14%
CC1CCN(C(=O)C(NS(=O)(=O)c2cccc3nsnc23)C(C)C)CC1 (configuration not stated)	17%	-6%	-10%
COC(=O)c1cc(=O)n(Cc2ccco2)c(=Nc2ccc(F)cc2)s1	2%	10%	21µM*
SCc1nc2ccc(Cl)cc2[nH]1	4%	.	5.6µM*
CN(C)C(=O)CCc1ccc2c3c([nH]c2c1)[C@]1(CCc2ccccc2)[C@@H](C(=O)N2CCCCC2)C[C@H](CC(=O)NCCc2ccccn2)C(=O)N1CC3	-11%	.	?
COc1ccccc1S(=O)(=O)Cc1ccc(C(=O)NC2CCCCC2)o1	8%	2%	-17%
CC1=C(C(=O)NCc2ccccc2)C(c2cccs2)NC(=S)N1 (configuration not stated)	1%	-1%	-15%

Results, from the first entry:
SMILES	FEN1 inhibitor	N370S GC	TDP1 cell CPT
CCOC(=O)c1cc(-c2ccccc2)nc2nc(N3CCCCC3)sc12	0%	?	?
COc1ccc(CNC(=O)c2cc3c(=O)[nH]c4ccc(C)cc4c3s2)c(OC)c1	-9%	.	16µM*
CC(OC(=O)c1cccc(-n2cnnn2)c1)C(=O)Nc1ccc(N(C)C)cc1 (configuration not stated)	6%	3%	-18%
COc1ccc(NC(=O)Cn2c(C)c3cnn(-c4ccccc4)c(=O)c3c2C)c(OC)c1	16%	.	-18%
CCCc1cc(=O)[nH]c2nnc(SCC(=O)Nc3ccc(C(C)=O)cc3)n12	-1%	1%	-9%
CC(Oc1ccccc1)C(=O)N=C1SC2CS(=O)(=O)CC2N1c1cccc(F)c1 (configuration not stated)	-22%	-7%	-3%
COc1ccc(C2=NN(CN3C(=O)C(=O)c4ccccc43)C(c3ccc(Br)cc3)C2)cc1 (configuration not stated)	-2%	-22%	16µM*
CC1(CC(=O)N/N=C/c2ccc(-c3cccc(C(F)(F)F)c3)o2)OCCO1	2%	-3%	?
COc1ccc(/C=C(/NC(=O)c2ccccc2)C(=O)N2CCCCC2)cc1	-15%	1%	-17%
Cc1cccc(Cc2cccc(C)c2O)c1O	-23%	.	5%
Cc1cc(=O)[nH]c(SCC(=O)N2C(C)CCCC2C)n1 (configuration not stated)	40%[activator]	0%	-14%
CCCC(C)NC(=O)CSc1nc2ccc(C)cc2[nH]1 (configuration not stated)	23%	1%	-16%
COc1cccc(-c2nc(C#N)c(N3CCN(C(=O)c4ccco4)CC3)o2)c1	-11%	-14%	-2%
COC(=O)c1ccc(NC(=O)CCc2c(C)nn(-c3ccc(N4CCOCC4)nn3)c2C)cc1	8%	.	-14%
CC1CCN(C(=O)C(NS(=O)(=O)c2cccc3nsnc23)C(C)C)CC1 (configuration not stated)	17%	-6%	-10%
COC(=O)c1cc(=O)n(Cc2ccco2)c(=Nc2ccc(F)cc2)s1	2%	10%	21µM*
SCc1nc2ccc(Cl)cc2[nH]1	4%	.	5.6µM*
CN(C)C(=O)CCc1ccc2c3c([nH]c2c1)[C@]1(CCc2ccccc2)[C@@H](C(=O)N2CCCCC2)C[C@H](CC(=O)NCCc2ccccn2)C(=O)N1CC3	-11%	.	?
COc1ccccc1S(=O)(=O)Cc1ccc(C(=O)NC2CCCCC2)o1	8%	2%	-17%
CC1=C(C(=O)NCc2ccccc2)C(c2cccs2)NC(=S)N1 (configuration not stated)	1%	-1%	-15%
CC(NS(=O)(=O)c1ccc2c(c1)C(=O)c1cc(S(=O)(=O)NC(C)C(=O)O)ccc1-2)C(=O)O (configuration not stated)	3%	-8%	-2%
COc1ccc(NC(=O)c2ccc3c(c2)S(=O)(=O)c2ccccc2C3=O)cc1	4%	.	-10%
CCCC(=O)Nc1ncnc2c1ncn2[C@@H]1O[C@@H]2COP(=O)(O)O[C@H]2[C@H]1OC(=O)CCC	17%&21%	10%&-6%&11%	?
COc1ccc(C(=O)NCCS(=O)(=O)N2CCOCC2)cc1	5%	-4%	-6%
CCN(C[C@H]1N[C@@](Cc2ccccc2)(C(=O)OC)[C@H]2C(=O)N(Cc3ccccc3)C(=O)[C@@H]12)S(=O)(=O)c1ccc(C(F)(F)F)cc1	7%	.	?

The listing continues.
SMILES	FEN1 inhibitor	N370S GC	TDP1 cell CPT
COc1ccc(CCNC(=O)c2cc(-c3ccc(C)c(C)c3O)n[nH]2)cc1OC	-4%	-1%	21µM*
COC(=O)c1ccccc1NC(=O)C1CC(c2ccc(F)cc2)=NO1 (configuration not stated)	-4%	-2%	8%
Cc1ccc(NC(=O)c2c(C)oc3ccc(O)c(CN4CCCCCC4)c23)cc1	2%	.	15µM*
COc1cc(OC)cc(C(=O)Nc2ccccc2S(=O)(=O)N2CCCC2OC(C)=O)c1 (configuration not stated)	14%	-13%	?
Cn1c(CC(=O)NNC(=O)c2ccc(Cl)nc2)nc2ccccc21	6%	.	1%
COC(=O)C1CC(O)CN1S(=O)(=O)c1ccc2ccccc2c1 (configuration not stated)	-8%	.	12%
C=C(C)CSc1cc(C)c(C#N)c2nc3ccccc3n12	?	9%	21µM*
N#Cc1cccc(NC(=O)COC(=O)c2cccc(N3C(=O)c4ccccc4C3=O)c2)c1	-11%	2%	7%
COc1cc(-c2nnc(SCC(=O)NC(C)C)o2)cc(OC)c1OC	2%	.	-29%
CN(CC(=O)Nc1cccc(F)c1)C(=O)c1cn(-c2ccccc2)nc1-c1ccc(Cl)cc1	-15%	.	?
O=c1[nH]cnc2c1c(-c1ccccc1)cn2-c1ccc(Br)cc1	4%	23%	?
CC1CN(C(=O)COC(=O)c2cc(Cl)ccc2[N+](=O)[O-])CC(C)O1 (configuration not stated)	10%	-4%	0%
COc1ccc2c(c1)OC1=C(C(=O)CCC1)C2C1=C(O)CCCC1=O (configuration not stated)	1%	-3%	-12%
CC(C)(C)Cc1nnc(NC(=O)CN2C(=O)c3ccccc3C2=O)s1	16%	2%	4%
CN(C(=O)Cc1c(C(=O)O)n(C)c2ccccc12)c1ccc(Cl)cc1	-5%	-3%	4%
Cc1cccc(-n2cccc2)c1C#N	8%	4%	-2%
CC(/C=N\NC(=O)c1ccc2c(c1)OCO2)c1ccccc1 (configuration not stated)	-12%	1%	-20%
CCCCN(CCCNC(=O)c1ccc2nc(N3CCOCC3)sc2c1)Cc1ccccc1	-5%	-6%	?
Cc1cc(C)cc(NC(=O)CN2CCN(CCN=CC3=C(O)CC(C)(C)CC3=O)CC2)c1	-5%	-1%	-7%
CCN(CC)CCn1c2c(c(SCC(=O)Nc3nc(C)cs3)nc1=O)CCC2	-2%	-15%	6%
COCCC(C(=O)Oc1c(C(C)(C)C)cc(C)cc1C(C)(C)C)c1ccccc1 (configuration not stated)	2%	.	?
CCCCCn1c(SCCN2CCOCC2)nc2c1c(=O)[nH]c(=O)n2C	6%	-3%	-3%
O=c1cc(O)n(Cc2ccc(F)cc2)c(=O)[nH]1	-7%	-3%	-8%
Cc1onc(-c2ccccc2Cl)c1C(=O)OCN1C(=O)c2ccccc2C1=O	-15%	-1%	-26%
Cc1ccc(CNC(=O)C(C(C)C)N2Cc3ccccc3C2=O)cc1 (configuration not stated)	0%	.	?

Going on with the list:
SMILES	FEN1 inhibitor	N370S GC	TDP1 cell CPT
C#Cc1ccc([C@@H]2C=C(C(=O)O)O[C@H](OCC)[C@H]2CCCO)cc1	-8%	.	-2%
COc1ccc(N2CCN(Cc3oc(CO)cc(=O)c3O)CC2)cc1	3%	6%	-4%
CC(CN1C(C)CCCC1C)OC(=O)c1ccccc1Cl (configuration not stated)	-12%	-5%	1%
CCN(CC)c1ccc(S(=O)(=O)N2CCOCC2)cc1NC(=O)COC(=O)/C=C/c1ccc(C)o1	-6%	5%	13µM*
CC(C)CN1CC[C@@]2(CCCN(C(=O)c3csnn3)C2)C1	.	-13%	-24%
CCC(Cn1nnc2ccccc2c1=O)NC(=O)Nc1ccccc1OC (configuration not stated)	-3%	.	?
CC(C)CN(C(=O)/C=C/c1nc2ccccc2s1)C1CCS(=O)(=O)C1 (configuration not stated)	-8%	-9%	?
CSC1=NCCN1C(=O)c1c(-c2c(F)cccc2Cl)noc1C	4%	?	5%
CN(C)Cc1c(O)ccc2ccccc12	-1%	7%	?
Cc1ccc(SCCC(=O)N2CCN(S(=O)(=O)c3ccccc3)CC2)cc1	11%	.	?
COc1ccc(C)cc1NC(=O)COCc1cc(-c2cccs2)on1	-17%	.	?
CC(=O)Nc1ccc(NS(=O)(=O)c2ccc(CN3C(=O)c4cccnc4C3=O)cc2)cc1	10%	-16%	-9%
O=S(=O)(c1ccccc1)N1CCN(C(=S)NC2CCCC2)CC1	-4%	0%	-3%
CC1CCc2c(ccc3ccccc23)C1=O (configuration not stated)	-16%	.	-2%
CCOc1ccccc1COC(=O)c1cccc(-n2cnnn2)c1	-9%	4%	-1%
COc1cccc(N2CC(=O)N(c3cccc(OC)c3)CC2=O)c1	6%	4%	-11%
CCCn1c(-c2cccs2)nc2ccccc21	2%	9%	-25%
Cc1oc2ncn(C)c(=O)c2c1C(=O)Nc1ccccn1	20%	.	16%
CCN(CC)C(=O)Nc1ccccc1C	7%	2%	-7%
Cc1cc2oc(=O)cc(-c3cc4ccccc4o3)c2cc1O	-24%	1%	26µM*
Cc1c(C(=O)NCc2cccs2)oc2ccccc12	2%	16%	-11%
O=C(c1ccccc1Cl)N1CCn2c1nc1ccccc12	0%	-1%	2%
COc1ccc(CN2C(=O)NC(C)(c3ccc(C)cc3)C2=O)cc1F (configuration not stated)	1%	-2%	?
COc1cc(OC)c(CN2CCc3c([nH]c4ccccc34)C2)cc1Br	-8%	2%	?
Cc1ccc(C)c(NC(=O)CSc2nc(=O)n(CCN3CCOCC3)c3c2CCC3)c1	22%	.	1%

The listing continues:
SMILES	FEN1 inhibitor	N370S GC	TDP1 cell CPT
O=C(COc1ccccc1)NCC(c1cccs1)N1CCOCC1 (configuration not stated)	-2%	-2%	5%
COc1ccc(NC(=O)C23CC4CC(C2)CC(c2ccccc2)(C4)C3)c(OC)c1	4%	6%	?
Clc1ccc(C2=NNC(=NCc3ccccc3)SC2)cc1	-6%	15%	?
Cc1ccc(C(=O)COC(=O)c2ccc(Cl)c(N)c2)s1	-4%	.	-3%
COc1ccc(-n2c3c(c(=O)[nH]c2=O)C(NS(=O)(=O)c2ccc(Cl)cc2)(C(F)(F)F)C(=O)N3)cc1 (configuration not stated)	-1%	-1%	-16%
O=C(CCCCCn1c(=O)[nH]c2ccsc2c1=O)NCc1cccs1	13%	-11%	1%
CC(=O)c1ccc(Oc2ncnc3c2oc2ccccc23)cc1	6%	.	?
CS(=O)(=O)Cc1ccc(C(=O)Nc2cccc(-c3nc4ccccc4[nH]3)c2)cc1	12%	-3%	?
CC(C)(C)n1nc2c(c1NC(=O)Cc1ccc(F)cc1)CSC2	-5%	16%	-24%
C=CCNC(=O)CCCc1ccccc1	-10%	5%	-11%
CN1/C(=C\C=C(C#N)C#N)C(C)(C)c2ccccc21	12%	-13%	-7%
O=C(CC1C(=O)NCCN1Cc1c(F)cccc1Cl)NCCCn1cccn1 (configuration not stated)	-4%	4%	-4%
COc1ccc(N2C(=O)C3CCCN3C2c2ccc(C)cc2)cc1 (configuration not stated)	-1%	6%	-11%
CC(=O)N1CCCc2cc(S(=O)(=O)N3CCC(C(=O)NC4CCC(C)CC4)CC3)ccc21 (configuration not stated)	-1%	.	-1%
O=c1c(-c2ccc(Cl)cc2)[n+]([O-])c2ccccc2n1O	1%	-3%	7%
Cc1cc(NC(=O)C2CCCCC2)n(-c2nc3ccccc3[nH]2)n1	-11%	25%	23µM*
CC(C)(C)SCCSC1=CC(=O)CC(c2ccccc2)C1 (configuration not stated)	-16%	-4%	-1%
